Mm-Cpn inhibitor: Inhibitors of TCP-1 ring complex (TRiC) of Methanococcus maripaludis (MmCpn): qHTS; hit rate 0.031% among 330,000; purified Mm-Cpn ATPase, ADP Transcreener TR-FRET; Potency, µM (titrated, usually from 76.9 µM), inactives show top-dose activity, negative = inhibition, actives largely listed as inhibitors; Chaperonin Mm-Cpn (Methanococcus maripaludis); AID 504842, 2011; also: potency is read from the fitted curve at half-maximal effect; % is scaled to controls: 0 for no effect and ±100 for the full control effect; nearly all actives have a fitted effect of over 80% in size
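ATP (10 uM final) was added to archaeal chaperonin (25 nM final) after 10 min exposure to test compound at 37°C; after 30 min further incubation, ADP was detected by competitive TR-FRET.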
Abeta rescue: qHTS for compounds that reverse cellular toxicity of Amyloid beta (A-beta) peptide in yeast: Primary Screen | yeast expressing A-beta42, growth rescue, OD600, 48 h; response scale: 0% DMSO, 100% iron-clioquinol control | AID 1347071, 2019 | Potency, µM (doses to about 46.1 µM), inactives show at the top dose growth rescue, most hits filed as activators | hit rate 0.063% among 410,000; also: potency is read from the fitted curve at half-maximal effect; nearly all actives have a fitted effect of over 55% in size
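Growth rescue measured by 600 nm absorbance after 48 h yeast culture at 30 C with compound. Values normalized between DMSO and an equimolar ferric chloride plus clioquinol control.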
CCT modulator: High-Throughput Screening for Modulators of Cytosolic Chaperonin Activity; purified chaperonin ATPase assay, HTRF ADP detection, 30 min; activity change, % (concentration not given with the values), hits read low; hit rate 0.3% among 360,000; AID 651819, 2012; in the data active = activity change below about -30%; also: % is scaled to controls: 0 for no effect and ±100 for the full control effect
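ATPase activity: ADP formed was measured by HTRF Transcreener (665/615 nm ratio) after 30 min at 37 deg C with 10 uM ATP. Compounds screened at one 76 uM concentration against 40 or 20 nM TRiC in Tris pH 7.4/KCl/MgCl2/DTT buffer.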
TGFb inhibitor: qHTS for Inhibitors of TGF-b | HepG2 CAGA-GFP TGF-b/SMAD3 reporter, GFP fluorescence, 18 h; TGF-beta stimulated, 500 pg/mL final | Potency, µM (doses to about 46.1 µM), inactives show at the top dose activity, negative = inhibition, actives largely listed as inhibitors | hit rate 1.2% among 410,000 | AID 588855, 2011; also: potency is read from the fitted curve at half-maximal effect; % is scaled to controls: 0 for no effect and ±100 for the full control effect; nearly all actives have a fitted effect of over 65% in size
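Per well, imaged GFP fluorescence of HEPG2 CAGA-GFP cells gives the signal; cells get compound, then TGF-beta (500 pg/mL final), 18 h at 37 degrees C; %Activity versus -TGF-beta and +DMSO controls.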
HepG2 viability: qHTS for Inhibitors of TGF-b: Cytotox Counterscreen; HepG2 CAGA-GFP viability, ATP luminescence, 18 h; hit rate 0.76% among 410,000; Potency, µM (doses to about 46.1 µM), without a hit: top-dose activity change, negative = cytotoxicity, usual class: cytotoxic; also: potency is read from the fitted curve at half-maximal effect; some results filed as inactive show a strong effect at the top dose
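CellTiter-Glo luminescence gave cytotoxicity after 18 hours at 37 degrees C. The cells were HepG2 CAGA-GFP in 1% FBS DMEM, stimulated with 500 pg/mL TGF-beta after compound addition. %Activity was normalised to no-cell wells (complete cell-killing) and DMSO (no toxicity), and curves were fitted and classified.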
Akt phos inh: HTS Assay for Inhibitors of Akt Phophorylation: Primary Screen | Neuro2A IGF-stimulated pAkt S473 HTRF, 20 min; active compounds read low | activity change, % for hits at 50 µM | hit rate 0.32% among 360,000; in the data active = activity change below about -80%; inconclusive = mostly about -51% to -80%; also: % is scaled to controls: 0 for no effect and ±100 for the full control effect
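Neuro2A cells in DMEM with 0.5% FBS, overnight at 37 deg C, given compound at single 50 µM final, then IGF (6 nM final) for 20 min at 37 deg C. Lysed; phospho-Akt Ser473 by HTRF after 24 h, 665/615 ratio.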
Nrf2 inh: Nrf2 qHTS screen for inhibitors; A549 ARE-Fluc reporter, luciferase luminescence, 18-24 h; Potency, µM (series often up to 46 µM), for inactives: at the highest dose activity change, negative = inhibition, actives largely listed as inhibitors; hit rate 2.1% among 360,000; AID 504444, 2011; also: potency is read from the fitted curve at half-maximal effect; % is scaled to controls: 0 for no effect and ±100 for the full control effect; nearly all actives have a fitted effect of over 60% in size
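Nrf2 activity is the BugLite luminescence, read 15 min after reagent at room temperature, following CellTiter-Fluor cytotoxicity readout (30 min, 37C). Compound titrations were applied for 18-24 h to 5000 A549 ARE_Fluc cells/well in 5% FBS OPTI-MEM.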
Nrf2 ARE act: qHTS of Nrf2 Activators; hit rate 0.31% among 410,000; Potency, µM (doses to about 46.1 µM), for inactives: at the top dose activation, actives largely listed as activators; AID 624171, 2012; AREc32 ARE-luciferase reporter (MCF7-derived line), luminescence, 24 h; also: potency is read from the fitted curve at half-maximal effect; % of control where 0% means no effect; nearly all actives have a fitted effect of over 65% in size
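AREc32 cells carrying an ARE-driven firefly luciferase, 1000 cells/well in OPTI-MEM with 5% FBS, dosed after overnight attachment and incubated 24 hr at 37 deg C. Steady-Glo luminescence read after 30 min at RT.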
A549 viability: Nrf2 qHTS screen for inhibitors: counterscreen for cytotoxicity | A549 ARE-Fluc cells, CellTiter-Fluor viability, 18-24 h | hit rate 0.16% among 390,000 | Potency, µM (highest dose often 46 µM), for the others: top-dose activity change, negative = cytotoxicity, hits mostly inhibitors; also: potency is read from the fitted curve at half-maximal effect; % is scaled to controls: 0 for no effect and ±100 for the full control effect
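Cytotoxicity counterscreen: CellTiter-Fluor fluorescence was measured in A549 ARE_Fluc cells after 18-24 h of compound exposure in a concentration series. The subsequent BugLite luminescent read reports ARE-luciferase activity.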
Starred values were filed as active, the others as inactive; i = inactive; ? = inconclusive; . = no result given; & = joins results of further samples; [ ] = remark or other dose. Unless noted, calls follow the shape of the dose curve; as a rule, active = well fitted curve in the direction sought with a large enough effect; inconclusive = small, poorly fitted or top-dose-only effect, or another doubt; inactive = no such curve, though single readings can be large; an effect the other way counts as inactive or inconclusive.

SMILES	Mm-Cpn inhibitor	Abeta rescue	CCT modulator	TGFb inhibitor	HepG2 viability	Akt phos inh	Nrf2 inh	Nrf2 ARE act	A549 viability
CC(C)[C@H](NC(=O)N1CC(=O)Nc2ccccc21)C(=O)N[C@H](Cc1c[nH]c2ccccc12)C(=O)O	-0.1%	-13.2%	1.2	16.7%	0.3%	i	-7.0%	1.1%	5.6%
O=C(COc1ccccc1[N+](=O)[O-])N1CCN(c2ccccn2)CC1	-1.9%	-4.5%	1.0	-1.0%	-6.8%	i	-18.2%	-0.2%	1.8%
CN1CCN(c2nc(-c3ccccc3)nc3c2oc2ccccc23)CC1	-0.5%	-0.3%	-0.3	3.4%	-17.0%	i	9.7%	0.7%	1.9%
CCOc1ccc(C(=O)CC(=O)C(=O)NCCc2ccc(OC)c(OC)c2)cc1	-9.0%	0.4%	1.4	-13.6%	22.4%	i	-5.7%	5.5%	5.2%
CNc1oc(Cc2cccc3ccccc23)nc1C#N	-6.0%	14.9%	-2.6	1.2%	-18.4%	i	?	2.6%	6.3%[1.84 µM]
Cc1ccc(N2C(=O)c3ccccc3C2(O)c2ccccc2)cc1 (centres undefined)	.	5.3%	0.2	2.2%	2.7%	i	3.1%	-0.4%	-18.6%
CCNC(=O)/C(C#N)=C/c1c(N2CCOCC2)nc2ccccn2c1=O	-1.3%	11.7%	3.2	7.0%	-2.1%	i	-15.7%	3.0%	-1.2%
Clc1ccc(N2CCN(Cc3nnc(-c4ccc5c(c4)OCO5)o3)CC2)cc1	.	0.9%	.	-21.9%	-16.0%	.	11.8%	-0.7%	-5.2%
Cc1ccc(N2C(=O)CSC2c2cccnc2)cc1F (centres undefined)	-2.6%	-12.2%	-0.6	-8.8%	-6.4%	i	.	0.2%	-4.9%
CCc1cc(C=NC2CCCCC2)c(O)s1	-2.7%	1.3%	-1.1	-12.5%	-56.3%	i	?	?	4.1%
CC(C)CCN1CCN(Cc2ccoc2)CC1CCO (centres undefined)	-1.3%	17.1%	0.2	5.0%	3.0%	i	9.6%	0.2%	0.4%
CCC(Oc1ccccc1F)C(=O)NCCN1CCOCC1 (centres undefined)	1.2%	0.9%	2.1	1.1%	20.3%	i	8.5%	-0.2%	-2.8%
COc1ccccc1C(=O)NNC(=O)c1ccc(Cl)cc1	0.4%	-8.5%	-0.5	-0.9%	-33.2%	i	7.0%	12.1%	3.2%
CN1C(=O)CC(Sc2ncccc2C(=O)O)C1=O (centres undefined)	-0.7%	-6.9%	-0.2	-3.0%	-16.8%	i	-29.2%	-0.7%	2.4%
Cc1ccccc1OCc1nnc(SCC(=O)Nc2ccc(N3CCOCC3)cc2)n1C	1.1%	-4.0%	-0.2	25.0%	1.7%	i	0.9%	1.4%	?
CC(C)CCN1C(Nc2ccccc2)=NC[C@@H]1Cc1ccccc1	0.1%	-5.3%	-1.2	-25.7%	12.4%	i	8.2%	0.4%	-6.3%
CCOC(=O)c1nnn(-c2nonc2N)c1COc1ccccc1	-1.5%	2.8%	-4.1	?	-35.5%	i	9.9%	-0.6%	12.3%
O=S(=O)(NCC(c1ccc2c(c1)OCO2)N1CCOCC1)c1ccccc1 (centres undefined)	0.9%	-2.0%	-1.0	-24.4%	0.6%	i	-3.2%	2.7%	4.2%
O=c1[nH]c2ccc(Cl)cc2c(O)c1Cc1ccccc1	-6.7%	19.2%	-2.0	?	-3.0%	i	0.2%	-0.7%	5.2%
CCNS(=O)(=O)c1ccc(-c2ccc(-n3cnnn3)cc2)cc1	-0.7%	-16.9%	-1.2	-10.2%	2.1%	i	4.9%	-0.2%	-1.4%

Complete entries, quoted from the list:
CCNS(=O)(=O)c1ccc(-c2ccc(-n3cnnn3)cc2)cc1 reads Mm-Cpn inhibitor = -0.7%; Abeta rescue = -16.9%; CCT modulator = -1.2; TGFb inhibitor = -10.2%; HepG2 viability = 2.1%; Akt phos inh = i; Nrf2 inh = 4.9%; Nrf2 ARE act = -0.2%; A549 viability = -1.4%
CC(C)CCN1CCN(Cc2ccoc2)CC1CCO (centres undefined) reads Mm-Cpn inhibitor = -1.3%; Abeta rescue = 17.1%; CCT modulator = 0.2; TGFb inhibitor = 5.0%; HepG2 viability = 3.0%; Akt phos inh = i; Nrf2 inh = 9.6%; Nrf2 ARE act = 0.2%; A549 viability = 0.4%

Continuation.
SMILES	Mm-Cpn inhibitor	Abeta rescue	CCT modulator	TGFb inhibitor	HepG2 viability	Akt phos inh	Nrf2 inh	Nrf2 ARE act	A549 viability
COc1cc(CC(=O)NCc2ccc3c(c2)OCO3)cc(OC)c1OC	-1.0%	-8.1%	0.3	0.5%	-0.1%	i	-16.0%	-0.3%	-8.6%
CCOC(=O)C1CCN(C(=O)COc2cccc3ccccc23)CC1	-1.0%	-20.4%	-1.7	20.5%	-3.6%	i	4.5%	5.0%	-7.2%
COc1cc(/C=C(\C#N)C(=O)NC2CCCCC2C)ccc1OS(=O)(=O)c1ccc(C)cc1 (centres undefined)	0.1%	4.3%	1.8	20µM*	-82.5%	i	?	?	?
Cc1ccc(NC2CCCN(C(=O)CCn3nccc3C)C2)cc1C (centres undefined)	0.9%	33.2%	-1.2	-5.6%	-15.9%	i	23.0%	3.0%	-0.5%
COCCCNC(=O)C[C@H]1C[C@H](C(=O)N(C(C)C)C(C)C)[C@@]2(C)c3[nH]c4cc(CCC(=O)N(C)C)ccc4c3CCN2C1=O	1.8%	3.3%	3.4	30.7%	-0.3%	i	5.2%	0.0%	9.3%
O=S(=O)(c1ccccc1)N1CCc2ccccc21	.	16.9%	0.3	-0.2%	20.1%	i	-4.1%	-0.1%	5.2%
C(=C/c1nccc2c1[nH]c1ccccc12)/c1ccc2c(c1)OCO2	-11.6%	-14.3%	-10.2	?	-49.3%&-47.2%	i	?	?	-0.3%&-5.4%
COc1ccc(CCC(=O)Nc2nc3c(s2)CN(C)CC3)cc1OC	0.7%	-3.2%	0.7	?	4.1%	i	9.5%	-0.8%	-1.2%
COc1cc(Cl)c(C)cc1NC(=O)c1c(C)oc2nc(C)nc(N3CCCC3)c12	.	-11.3%	.	-16.9%	1.9%	.	?	0.0%	-5.1%
Cc1cccc(N(C(=O)c2csnn2)C(C(=O)NC(C)(C)C)c2ccncc2)c1 (centres undefined)	1.1%	10.2%	-2.1	-18.3%	13.1%	i	3.7%	0.1%	-0.5%
O=C(COC(=O)CCc1nc2ccccc2n1-c1ccccc1)Nc1cccc(Cl)c1	1.7%	0.0%	0.4	-10.0%	11.7%	i	-13.4%	1.5%	3.2%
Cc1ccc(C)c(Cn2c3ccccc3c3cnn(CC(=O)NC4CCCCCC4)c(=O)c32)c1	.	-7.5%	.	1.6%	2.7%	.	21.3%	-1.1%	2.9%
COc1ccc(CCNC(=O)CCS(=O)(=O)c2ccc3c(c2)CCN3C(C)=O)cc1OC	0.0%	7.7%	-1.4	3.5%	2.0%	i	3.0%	-0.2%	14.5%
Cn1c(N)c(C(=O)COC(=O)C2CCCC2)c(=O)n(C)c1=O	0.7%	-16.9%	2.0	4.6%	6.3%	i	19.2%	-0.4%	0.9%
O=C1NC[C@H](Cc2ccccc2)N(C[C@H]2CCCN2C[C@H](Cc2ccccc2)N2C[C@H](Cc3ccccc3)N(CC3CCCCC3)C(=O)C2=O)C1=O	.	-4.5%	2.0	?	7.08µM*	i	?	-2.9%	?
O=C(NCCN1CCOCC1)c1csc2c1CCCCC2	0.0%	17.7%	-4.5	-8.5%	-2.1%	i	9.6%	-0.9%	-6.4%
COc1cccc(NC(=O)COC(=O)C2=NN(c3ccccc3)C(=O)CC2)c1	0.2%	-3.7%	1.8	-1.6%	3.2%	i	4.5%	-0.9%	-4.0%
CC(=O)Nc1ccc(NC(=O)CSc2nnc(NC(=O)C3CC(=O)N(c4ccc(F)cc4)C3)s2)cc1 (centres undefined)	1.2%	-7.5%	0.1	-2.6%	16.7%	i	3.7%	-0.9%	-1.8%
O=C(O)c1cn(C2CC2)c2cc(N3CCN(S(=O)(=O)c4ccc5c(c4)OCCO5)CC3)c(F)cc2c1=O	-2.7%	7.0%	-0.1	-10.4%	-0.4%	i	?	0.2%	?
CCOC(=O)c1nnc(-c2ccccc2)nc1NC	1.3%	-2.2%	-1.3	1.1%	12.1%	i	6.5%	21.9%	8.8%
CC(C)C1N(C(=O)CN2CCCC2)CCN1S(=O)(=O)c1ccccc1 (centres undefined)	0.5%	7.6%	-4.8	-1.7%	12.7%	i	-4.3%	0.0%	12.1%

Gathered by group, those above with a cyano group
SMILES	Mm-Cpn inhibitor	Abeta rescue	CCT modulator	TGFb inhibitor	HepG2 viability	Akt phos inh	Nrf2 inh	Nrf2 ARE act	A549 viability
CNc1oc(Cc2cccc3ccccc23)nc1C#N	-6.0%	14.9%	-2.6	1.2%	-18.4%	i	?	2.6%	6.3%[1.84 µM]
CCNC(=O)/C(C#N)=C/c1c(N2CCOCC2)nc2ccccn2c1=O	-1.3%	11.7%	3.2	7.0%	-2.1%	i	-15.7%	3.0%	-1.2%
COc1cc(/C=C(\C#N)C(=O)NC2CCCCC2C)ccc1OS(=O)(=O)c1ccc(C)cc1 (centres undefined)	0.1%	4.3%	1.8	20µM*	-82.5%	i	?	?	?
